OX1R antag – antagonists of human orexin 1 receptor (OX1R). OX1R-expressing cells, FRET antagonist read-out. AID 485270. O43613. actives 1.8% (n = 330,000). inhibition, % at 6.6 µM; in the data active = inhibition mostly above about 38%, no sharp cut-off; inactive = mostly below about 40%;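 note: 0% = agonist challenge alone and 100% = reference antagonist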
Target sequence (O43613 whole entry, looked up): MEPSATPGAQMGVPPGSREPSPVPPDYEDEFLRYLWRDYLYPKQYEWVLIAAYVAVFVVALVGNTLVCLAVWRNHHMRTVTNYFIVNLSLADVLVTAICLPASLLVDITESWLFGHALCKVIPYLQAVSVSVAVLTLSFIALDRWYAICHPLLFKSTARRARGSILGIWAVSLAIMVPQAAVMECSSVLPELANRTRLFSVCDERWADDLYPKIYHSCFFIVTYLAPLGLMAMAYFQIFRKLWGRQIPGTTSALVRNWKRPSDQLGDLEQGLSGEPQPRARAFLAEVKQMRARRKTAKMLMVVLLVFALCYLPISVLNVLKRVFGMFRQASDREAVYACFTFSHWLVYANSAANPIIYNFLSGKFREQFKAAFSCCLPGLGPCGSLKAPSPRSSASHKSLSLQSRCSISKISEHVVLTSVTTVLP
STK33 inh – human STK33 kinase inhibition | actives 0.073% (n = 320,000) | purified STK33, MBP phosphorylation, ADP-Glo luminescence | inhibition, % at 10 µM | Q9BYT3 | AID 2661;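 active = inhibition at or above 25%, using the most active replicate where run in duplicate; inactive = inhibition below 25%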
Target sequence (Q9BYT3 whole entry, looked up): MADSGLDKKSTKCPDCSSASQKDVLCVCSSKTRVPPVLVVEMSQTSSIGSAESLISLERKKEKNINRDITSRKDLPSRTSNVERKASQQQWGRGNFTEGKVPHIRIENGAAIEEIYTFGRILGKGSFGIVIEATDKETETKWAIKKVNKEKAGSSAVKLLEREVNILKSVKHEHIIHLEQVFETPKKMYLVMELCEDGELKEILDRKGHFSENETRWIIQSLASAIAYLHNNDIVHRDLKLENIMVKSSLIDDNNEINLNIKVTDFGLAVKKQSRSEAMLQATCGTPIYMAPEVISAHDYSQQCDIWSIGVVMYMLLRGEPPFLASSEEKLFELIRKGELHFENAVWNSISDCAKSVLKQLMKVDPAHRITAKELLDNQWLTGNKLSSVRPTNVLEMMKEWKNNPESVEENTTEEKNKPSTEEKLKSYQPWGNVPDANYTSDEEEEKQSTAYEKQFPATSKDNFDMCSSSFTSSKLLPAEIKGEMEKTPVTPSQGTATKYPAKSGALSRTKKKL
* hit, by the source's call; . = not tested or not shown.

SMILES | OX1R antag | STK33 inh
O=C(Nc1ccccc1)c1nn(-c2ccccc2)c(=O)cc1C(F)(F)F | 8.4 | -2.4
COc1ccc(C(=O)OCC(=O)NC(C)(C)C)cc1[N+](=O)[O-] | 26.8 | -1.7
O=C(COC(=O)c1cnccn1)Nc1cccc(F)c1 | 3.7 | -0.1
COc1ccc(CNC(=O)CN(Cc2ccccc2)C(=O)c2csnn2)cc1 | 4.6 | -3.1
CSc1ccccc1NC(=O)Nc1ccc(F)c(Cl)c1 | 16.7 | 1.1
O=[N+]([O-])c1ccc(CN2CCN(c3ccccc3Cl)CC2)o1 | 23.6 | -0.3
CC(C)N(CCc1ccncc1)C(=O)Nc1ccc(Cl)c(Cl)c1 | 7.0 | -0.6
CC1CN(C2CCN(C(=O)c3ccccc3Cl)CC2)CC(C)O1 (stereo unspecified) | -0.1 | -2.5
Cc1sc(NC(=O)c2c(F)cccc2F)nc1-c1ccccc1 | 22.9 | -0.2
O=C(CN1C(=O)NC2(CCCCCC2)C1=O)Nc1ccc([N+](=O)[O-])cc1 | 11.2 | -2.2
CCCN(CCc1ccccc1)C1CCc2c(O)cccc2C1 (stereo unspecified) | 8.3 | 0.5
CCN(C(=O)CN1CCCCC1C)c1c(N)n(Cc2ccccc2)c(=O)[nH]c1=O (stereo unspecified) | 1.8 | -1.0
Cc1cc(C)nc(NC(=O)c2ccc(Br)s2)n1 | -1.0 | 5.4
O=C(NCc1ccccc1C(F)(F)F)C12CN(Cc3ccccc3)CC1C(c1ccc([N+](=O)[O-])cc1)=NO2 (stereo unspecified) | 15.9 | -1.3
O=C(c1ccc(-c2cccc(C(F)(F)F)c2)o1)N1CCCCCCC1 | 12.6 | 0.5
Cc1nnc(NC(=O)CCCCCN2C(=O)C3C4C=CC(C4)C3C2=O)s1 (stereo unspecified) | 10.6 | -0.8
COc1ccc(OC)c(-c2csc(N3CCC(c4ccccc4)CC3)n2)c1 | 18.2 | -1.3
CN1CCN(C(=O)C2=C[C@@H](c3ccc(Br)cc3)C[C@@H](OCc3ccc(CO)cc3)O2)CC1 | 14.7 | 0.6
CN(C)S(=O)(=O)c1ccc(NS(=O)(=O)/C=C/c2ccccc2)cc1 | 20.3 | -3.3
CCn1c(SCC(=O)Nc2ccc(S(=O)(=O)Nc3ccccn3)cc2)nnc1-c1ccncc1 | 18.5 | 8.3
CCOC(=O)c1nnn(CC(=O)N2N=C(c3ccccc3)CC2c2ccccc2)c1C(=O)OCC (stereo unspecified) | 14.3 | -2.7
N#Cc1c(-c2ccco2)nc(SCc2ccc(F)cc2)[nH]c1=O | 8.6 | -1.5
CC1(C)CC(=O)C(CC2=C(O)CC(C)(C)CC2=O)=C(O)C1 | 11.0 | -1.1
CCN(C(=O)COC(=O)CNC(=O)c1ccccc1C)C1=CCCCC1 | 1.0 | 1.9
COc1ccc(OC)c(S(=O)(=O)N(C)CC(=O)Nc2ccccc2OC)c1 | -0.6 | -1.3
Continued:
SMILES | OX1R antag | STK33 inh
COc1ccc(C)cc1NC(=O)C(c1ccccc1)N1CCNC(=O)C1 (stereo unspecified) | 2.5 | -0.5
COc1ccc(C(CNC(=O)COc2ccccc2C#N)N2CCOCC2)cc1 (stereo unspecified) | 9.9 | -0.5
O=S(=O)(Nc1cccc2cccnc12)c1ccccc1 | 25.7 | 0.1
NNC(=O)c1nn(-c2ccccc2)cc1O | 8.7 | -2.3
O=C(/C=C/c1ccccc1[N+](=O)[O-])NCc1ccccc1Cl | 60.7 | -0.5
Cc1cccc(NC(=O)CSc2nc3[nH]c(=O)cc(O)c3s2)c1 | 2.1 | -1.5
Cc1ccc(-c2cc(N)n(-c3ccc(F)cc3)n2)cc1 | 10.0 | -0.3
CSc1nnc(Nc2ccccc2C)s1 | 20.6 | -1.8
Cc1ccc(S(=O)(=O)NCc2cn3ccccc3n2)c(C)c1 | -0.1 | -1.3
CC(C)Oc1ccccc1/C=N/n1nnnc1N | 8.1 | 4.2
O=C(Nc1ccc(Cl)cc1)c1nc[nH]c1C(=O)N1CCN(c2ccccc2)CC1 | 2.6 | -0.5
O=C(Nc1ccc(Cl)cc1)OCCn1nnnc1C(c1ccccc1)N1CCOCC1 (stereo unspecified) | 7.6 | -0.8
Cc1c(C(=O)NNC(=O)c2csc(N3CCOCC3)n2)oc2ccccc12 | 11.3 | -1.2
C=CCn1c(-c2cccc(OC)c2)n[nH]c1=S | 6.6 | 1.3
COc1ccc(C2=CC(=O)CC(c3ccc(F)cc3)C2)cc1 (stereo unspecified) | 18.5 | 0.3
CN(C)CC(C(=O)c1ccccc1)c1ccccc1 (stereo unspecified) | 14.5 | 0.9
CCCCCCC(=O)N(O)C1CC(=O)N(c2ccc(F)cc2)C1=O (stereo unspecified) | 5.6 | 0.4
COc1ccc(-c2csc(NC(=O)CCn3cnc4ccccc4c3=O)n2)cc1OC | 15.3 | -3.4
CCOC(=O)N1CCN(c2c(NCCCOC(C)C)c(=O)c2=O)CC1 | 6.5 | 0.4
CN1CCN(C(=S)c2ccc(N(C)C)cc2)CC1 | 21.3 | -0.7
COc1ccccc1C(=O)Oc1ccc2ccc(=O)oc2c1 | 14.0 | 2.4
C=CCSC1=NNC(c2ccc(C(C)(C)C)cc2)=NN1 | 17.3 | -0.6
CCn1c(CNS(=O)(=O)c2ccc(Cl)cc2)n[nH]c1=S | 7.6 | -2.1
CC1CCN(C(=O)c2ccc3c(c2NCCO)C(=O)c2ccccc2C3=O)CC1 | 44.3 | 1.3
O=C(O)CCCC(=O)Nc1ccc(C(=O)N2CCCCC2)c(Cl)c1 | 9.0 | -5.2
Other structures follow.
SMILES | OX1R antag | STK33 inh
Cc1ccc(S(=O)(=O)N(C)C)cc1NC(=O)CSc1ncn[nH]1 | 10.4 | -1.5
CCC(C)NC(=O)Cn1c(=O)n(-c2ccccc2)c(=O)c2ccc(C(=O)NCc3ccco3)cc21 (stereo unspecified) | 17.7 | -5.0
COc1ccc(C(C)=O)cc1COC(=O)c1cnc(C)cn1 | 15.6 | -1.3
CSc1ccc(-c2ccco2)nn1 | 30.8 | -1.1
Cc1ccnc(NC(=O)Nc2ccc3c(c2)OCO3)c1 | 6.5 | -0.7
O=C(CCCc1ccccc1)Nc1ccccc1C(F)(F)F | 3.2 | -0.8
CCC(C)(C)n1nnnc1C(c1cc2cc(C)ccc2[nH]c1=O)N1CCCC1 (stereo unspecified) | 5.4 | -0.4
CC(C)CCNC(=O)c1ccc(Cn2c(=S)[nH]c3ccccc3c2=O)cc1 | 8.1 | -1.1
S=C(NCc1ccccc1)Nc1nccs1 | -0.6 | 0.4
O=C(Cc1ccccc1)NCCN1CCCC1 | 9.0 | 0.7
CCOC(=O)c1cc(C#N)c(SCC(=O)O)[nH]c1=O | 3.9 | 0.0
CC1CCCCN1CC(O)COc1ccc(OCC(O)CN2CCCCC2C)cc1 (stereo unspecified) | 0.5 | -1.3
Nc1cccc(-c2nc3ccccc3s2)c1 | 42.1 | 1.7
CC(=O)c1ccn(S(=O)(=O)c2ccc(Cl)cc2)c1 | 8.9 | -0.1
CCC(=O)Nc1nnc(SCC(=O)NCCc2ccc(OC)c(OC)c2)s1 | 17.0 | -0.6
Cc1c(C(=S)NC(=O)C2CC2)c(=O)n(-c2ccccc2)n1C | 23.3 | -1.4
COc1ccc(-c2csc(NC(=O)COc3ccc(N(C)S(=O)(=O)c4ccc(C)cc4)cc3)n2)cc1 | 23.8 | -1.3
C=COC(=O)CSc1snc(SCC(=O)OC)c1C#N | 19.4 | -0.1
COc1ccc(NC(=O)C2CCN(S(=O)(=O)c3ccc(Br)s3)CC2)cc1OC | 21.1 | -1.7
CCOc1ccccc1N1CCN(Cc2ccc(OC)c(OC)c2OC)CC1 | 1.6 | -2.1
COc1ccc(-c2nc(-c3cccc(C(F)(F)F)c3)no2)cc1OC | 7.0 | -1.4
COc1cc2c(cc1NC(=O)CN1CCN(S(=O)(=O)c3ccc(F)cc3)CC1)oc1ccccc12 | -5.5 | 0.8
c1coc(CNc2ncnc3ccccc23)c1 | 37.9 | 1.7
CCc1ccccc1-n1c(SCC(=O)Nc2ccc3c(c2)OCCO3)nc2[nH]ncc2c1=O | 14.6 | 0.6
CCOC(=O)c1c(NC(=O)C2c3ccccc3Oc3ccccc32)sc(C(=O)N(CC)CC)c1C | 19.0 | -0.9
Further compounds
SMILES | OX1R antag | STK33 inh
CSc1ncc(Cl)c(C(=O)NCc2ccc3c(c2)OCO3)n1 | 19.2 | -0.9
Cc1cccc(NC2SC(=O)NC2=O)c1 (stereo unspecified) | 12.9 | -3.0
Nc1ccc2sc(N)nc2c1 | 2.8 | 0.7
CCOC(=O)/C(C#N)=C/c1cc2ccc(C)cc2nc1Cl | 5.5 | -1.8
O=C(COC(=O)CCC(=O)c1ccccc1)NCCc1ccccc1 | 10.9 | -1.4
C=CCn1c(N2CCCCCC2)nc2c1c(=O)n(C)c(=O)n2C | 7.4 | 1.6
COc1cc2c(cc1OC)CN(CC(=O)Nc1cccc(C(F)(F)F)c1)CC2 | -5.8 | -1.3
COc1ccc(-c2noc(C3CCCN(C(=O)c4ccccc4C)C3)n2)cc1 (stereo unspecified) | . | -0.6
O=C(NN1CCCCC1)c1ccc(COc2ccc(Cl)cc2)cc1 | 4.7 | -0.3
CCn1ccnc1CN(C)Cc1cn(-c2cccc(C)c2)nc1-c1cccc(F)c1 | 9.6 | -0.5
Cc1cc(N2C(=O)C3C4C=CC(C4)C3C2=O)ccc1NC(=O)c1cccs1 (stereo unspecified) | 16.0 | -0.6
O=C(CCC(=O)N1CCOc2ccccc21)NC1CCCCCC1 | 9.1 | -0.1
O=C(CNCC1CCCCC1)Nc1ccc(N2CCCCC2)cc1 | 7.5 | -0.9
CCOCCCNC(=O)C(NC(=O)CNC(C)=O)c1ccc(C)cc1 (stereo unspecified) | 28.6 | -0.9
O=C(/C=C\c1cn(-c2ccccc2)nc1-c1ccc2c(c1)OCCO2)N1CCOCC1 | 14.5 | .
N#CCCN(C(=O)COC(=O)C1CCN(S(=O)(=O)c2cccs2)CC1)c1ccccc1 | 9.2 | -1.9
COC(=O)C1CCN(C(=O)c2sc3nc(-c4ccccc4)cn3c2C)CC1 | 26.5 | -0.5
COc1ccc(N(CC(=O)Nc2ccccc2C(=O)NCC(C)C)S(C)(=O)=O)cc1 | 6.2 | -0.8
COc1ccc(S(=O)(=O)N2CCC(C(=O)NCc3ccc(C)cc3)CC2)cc1 | -3.0 | -0.2
CCN1C(=O)[C@H]2[C@@H](c3ccc(C)cc3)N3C(=O)N(c4ccc(OC)cc4)C(=O)[C@@]3(Cc3ccc(Cl)cc3)[C@H]2C1=O | 24.5 | -1.7
COCCNC(=O)Cn1nc(-c2ccccc2)c2ccccc2c1=O | 12.0 | -0.1
COc1ccc(NC(=O)/C(Cl)=C(/Cl)S(=O)Cc2ccc(C)cc2)cn1 (stereo unspecified) | 28.3 | 4.8
CCc1c(C)sc(NC(=S)N2CCN(C(=O)C3CCCO3)CC2)c1C(=O)OC (stereo unspecified) | . | -1.7
CCN(CC(=O)Nc1c(F)cccc1F)C(=O)C1CC1 | 6.3 | -1.0
NC(=O)CS(=O)(=O)c1nc2ccccc2n1Cc1ccccc1F | 21.6 | 0.4

7 entries already listed, ordered by heavy-atom count, smallest number first:
SMILES | OX1R antag | STK33 inh
CCOC(=O)/C(C#N)=C/c1cc2ccc(C)cc2nc1Cl | 5.5 | -1.8
CSc1ncc(Cl)c(C(=O)NCc2ccc3c(c2)OCO3)n1 | 19.2 | -0.9
C=CCn1c(N2CCCCCC2)nc2c1c(=O)n(C)c(=O)n2C | 7.4 | 1.6
O=C(CCC(=O)N1CCOc2ccccc21)NC1CCCCCC1 | 9.1 | -0.1
Cc1cc(N2C(=O)C3C4C=CC(C4)C3C2=O)ccc1NC(=O)c1cccs1 (stereo unspecified) | 16.0 | -0.6
COc1ccc(-c2noc(C3CCCN(C(=O)c4ccccc4C)C3)n2)cc1 (stereo unspecified) | . | -0.6
COc1ccc(N(CC(=O)Nc2ccccc2C(=O)NCC(C)C)S(C)(=O)=O)cc1 | 6.2 | -0.8

Reprinted at random: 5 records from the list, in no set order.
SMILES | OX1R antag | STK33 inh
CCn1ccnc1CN(C)Cc1cn(-c2cccc(C)c2)nc1-c1cccc(F)c1 | 9.6 | -0.5
COc1ccc(NC(=O)C2CCN(S(=O)(=O)c3ccc(Br)s3)CC2)cc1OC | 21.1 | -1.7
O=C(NCc1ccccc1C(F)(F)F)C12CN(Cc3ccccc3)CC1C(c1ccc([N+](=O)[O-])cc1)=NO2 (stereo unspecified) | 15.9 | -1.3
Nc1cccc(-c2nc3ccccc3s2)c1 | 42.1 | 1.7
CC(C)Oc1ccccc1/C=N/n1nnnc1N | 8.1 | 4.2

Continuation:
SMILES | OX1R antag | STK33 inh
CC(NC(=O)c1ccccc1NC(=O)CN1CCN(c2ccccc2O)CC1)c1ccccc1 (stereo unspecified) | 3.5 | 1.0
Cn1cnc2c(=O)[nH]cc([N+](=O)[O-])c21 | 36.4 | 1.1
Cc1cc(C)c(S(=O)(=O)N2CCCCC2CCNC(=O)C(=O)NCc2ccccn2)c(C)c1 (stereo unspecified) | 19.3 | -1.1
CC[C@H](C)[C@H](NC(N)=O)C(=O)NCCc1ccc(OC)cc1 | 5.9 | -2.5
CSc1nc2ccc(NC(=O)c3ccc(F)c(F)c3)cc2s1 | 32.6 | 1.1
CN(CC(=O)Nc1ccccc1N1CCOCC1)S(=O)(=O)c1ccc(F)cc1 | 30.7 | -1.1
CCCc1cc(NCCCCO)n2c(nc3ccccc32)c1C#N | 7.6 | 0.9
Cc1cc(C)c(S(=O)(=O)N2CCN(c3ccc([N+](=O)[O-])c(NCc4ccco4)c3)CC2)c(C)c1 | 9.6 | -0.5
O=C(N/N=C(\c1ccccc1)c1cccnc1)C(O)(c1ccccc1)c1ccccc1 | 11.3 | .
CCN(CC)S(=O)(=O)c1cc(NC(=O)COC(=O)c2sc3ccccc3c2Cl)ccc1C | 11.0 | -1.5
COc1ccc(NC(=O)Cc2nnc(SCC(=O)NC3=NCCS3)n2C)cc1 | 19.4 | -1.1
CCCn1c(=O)c2c(nc3n2CCN3Cc2ccco2)n(C)c1=O | 9.9 | -1.0
CC1CC(C)CN(C(=O)c2ccc3c(c2)N(Cc2ccccc2)CCS3)C1 (stereo unspecified) | 14.8 | 2.8
O=C(c1ccc(N2C(=O)CCC2=O)cc1)N1CCOCC1 | 3.4 | -1.0
O=C(COC(=O)c1cccs1)Nc1ccc(Cl)cn1 | 0.6 | 0.4

Assay outcomes as filed in PubChem.
